MBNL1-CUG inh = MBNL1-poly(CUG) RNA binding inhibition. Q9NR56. TR-FRET MBNL1-His/biotin-(CUG)12 binding, 665/545 ratio. Potency, µM (series often up to 57.5 µM), without a hit: top-dose activity change, negative = inhibition, usual class: inhibitors. 0.036% of 280,000 active. AID 2675; active = well fitted inhibition curve with a large enough effect in the signal ratio, with a control signal flat, not every such curve was filed as active; inconclusive = small, poorly fitted or top-dose-only effect, or effect the other way, or a change in a side signal; inactive = no such curve, though single readings can be large or run the other way; the % refers to the signal ratio; also: potency is read from the fitted curve at half-maximal effect; % is scaled to controls: 0 for no effect and ±100 for the full control effect
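TR-FRET between His-tagged MBNL1 and biotin-(CUG)12 RNA, detected with Tb anti-His antibody (0.055 ng/ul) and streptavidin-XL665 (5 nM), 60 min at room temperature. Compounds titrated 92 nM to 58 uM; 665/545 nm ratio normalized to buffer and complex controls.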
hERG WT inh = blocks the wildtype human KCNH2 potassium channel; AID 720551; activity change, % at 1.84 µM; U2OS, BacMam KCNH2, thallium flux FluxOr; active compounds read low; 0.37% of 340,000 active;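 active = maximum activity change below -70%; inconclusive = maximum activity change between -70% and -50%; inactive = maximum activity change above -50%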; also: % is scaled to controls: 0 for no effect and ±100 for the full control effect
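U2OS cells transduced with wild-type KCNH2 virus are loaded with FluxOr dye for 45 min, and thallium flux is measured in kinetic reads before and after stimulation buffer. Rate constants are normalized to DMSO controls.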
CXXC DNA block = MLL CXXC-DNA interaction inhibition; Potency, µM (titrated, usually from 115 µM), without a hit: at the highest dose activity change, negative = inhibition, most hits filed as inhibitors; 0.037% of 290,000 active; MLL-CXXC / FITC-HOXA9 DNA fluorescence polarization; active = well fitted inhibition curve with a large enough effect in the polarisation, with a control signal flat, not every such curve was filed as active; inconclusive = small, poorly fitted or top-dose-only effect, or effect the other way, or a change in a side signal; inactive = no such curve, though single readings can be large or run the other way; the % refers to the polarisation; also: potency is read from the fitted curve at half-maximal effect
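Steps: dispense CXXC domain solution (7 uM) → pin compounds or unlabeled HOX-A9 DNA control → 5 min ambient → add FLSN-HOX-A9 solution (50 nM) → spin → 30 min ambient → fluorescence polarization. Tris pH 7.5/NaCl/DTT/BSA buffer.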
GALK inhibitor = galactokinase (human) inhibition. Purified GALK, Kinase-Glo residual ATP luminescence. Potency, µM (top dose mostly 57.5 µM), without a hit: at the top dose activity change, negative = inhibition, usual class: inhibitors. 0.007% of 270,000 active; also: potency is read from the fitted curve at half-maximal effect; % is scaled to controls: 0 for no effect and ±100 for the full control effect
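The enzyme phosphorylates galactose (100 uM) using ATP (35 uM); inhibition is detected as higher residual ATP, quantified by bioluminescence after 1 h reaction at room temperature, pH 8.0.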
a7 integrin act = activates integrin-mediated alleviation for muscular dystrophy | 0.064% of 350,000 active | AID 624291 | alpha7betagal myoblasts, beta-gal FDG fluorescence, 48 h | Potency, µM (top dose mostly 38.3 µM), without a hit: top-dose activation, hits mostly activators;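 also: potency is read from the fitted curve at half-maximal effect; 100% = response of the positive control SU9516; nearly all actives have a fitted effect of over 60% in size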
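Alpha7betagal+/- myoblasts (passage 13) were plated 16-24 hr, then exposed to compounds (1:260 dilution of DMSO stock) for 48 hours at 37C. After MPER lysis, β-galactosidase reporter activity was read as FDG fluorescence (ex 480/em 540) after 30 minutes.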
A-T KAP1 phos = potential ataxia-telangiectasia treatments restoring KAP-1 phosphorylation; 0.19% of 320,000 active; AID 485349; Potency, µM (doses to about 57.5 µM), inactives show at the top dose activation, usual class: activators; […] A-T fibroblasts, KAP-1 phosphorylation AlphaLISA; neocarzinostatin DNA damage 30 min before lysis; also: potency is read from the fitted curve at half-maximal effect; % of control where 0% means no effect; nearly all actives have a fitted effect of over 45% in size
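ATM-like activity read as KAP-1 phosphorylation via AlphaLISA donor/acceptor antibody pairs after lysis and 6 hr at 25C. Cells were ATM-null patient fibroblasts ([…], hTERT), dosed 60 min, then exposed to the DSB inducer NCS for 30 min.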
TRPV1 ag = agonists of human vanilloid receptor 1 (TRPV1) | Q8NER1 | TRPV1-expressing cells, Fluo-8 calcium influx, agonist mode | activation, % at 8.33 µM | 0.19% of 320,000 active | AID 540275; in the data active = activation above about 80%; inconclusive = between about 30% and that limit; also: 0% is about no effect
Target sequence (Q8NER1 whole entry, looked up): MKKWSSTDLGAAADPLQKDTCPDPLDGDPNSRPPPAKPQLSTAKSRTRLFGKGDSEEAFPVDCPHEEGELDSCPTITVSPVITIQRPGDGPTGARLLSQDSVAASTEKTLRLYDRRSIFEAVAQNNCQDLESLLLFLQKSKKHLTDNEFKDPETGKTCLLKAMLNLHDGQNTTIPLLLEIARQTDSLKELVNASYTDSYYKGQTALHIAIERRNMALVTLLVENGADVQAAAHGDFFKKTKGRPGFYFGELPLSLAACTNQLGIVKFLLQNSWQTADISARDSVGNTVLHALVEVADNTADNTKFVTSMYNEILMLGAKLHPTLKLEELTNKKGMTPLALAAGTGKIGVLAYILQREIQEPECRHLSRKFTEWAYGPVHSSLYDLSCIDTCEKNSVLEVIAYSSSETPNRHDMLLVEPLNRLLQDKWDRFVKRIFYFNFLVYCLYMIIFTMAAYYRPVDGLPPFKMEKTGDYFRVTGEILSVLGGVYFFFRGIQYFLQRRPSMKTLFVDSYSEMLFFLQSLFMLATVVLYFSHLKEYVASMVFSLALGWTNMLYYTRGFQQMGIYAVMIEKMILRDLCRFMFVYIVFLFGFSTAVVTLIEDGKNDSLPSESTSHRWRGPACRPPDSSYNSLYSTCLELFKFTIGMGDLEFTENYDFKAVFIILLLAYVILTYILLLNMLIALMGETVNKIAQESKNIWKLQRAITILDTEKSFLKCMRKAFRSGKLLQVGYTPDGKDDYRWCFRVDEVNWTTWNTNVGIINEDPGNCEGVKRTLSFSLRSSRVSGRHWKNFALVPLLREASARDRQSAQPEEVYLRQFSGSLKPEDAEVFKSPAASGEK
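TRPV1-expressing cells were cultured overnight at 35.5C and loaded with Fluo-8 calcium dye for 40 to 90 min at room temperature. After a 10 s baseline, compound was added and calcium influx was read kinetically for 3 min (ex 480/em 520 nm).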
KCNH2 3.1 inh = inhibitors of human KCNH2 3.1 potassium channel isoform. U2OS KCNH2 3.1, thallium flux FluxOr; active compounds read low. activity change, % (tested at about 1.8 µM). 0.95% of 340,000 active. AID 720553;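 active = maximum activity change below -70%; inconclusive = maximum activity change from -70% to -50%; inactive = maximum activity change above -50%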;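 also: thallium influx rate constant from kinetic fluorescence after stimulation buffer; % is scaled to controls: 0 for no effect and ±100 for the full control effect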
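We transduce U2OS cells with the mutant 3.1 virus, culture them overnight, load FluxOr with Red40 quencher for 45 min, then add stimulation buffer and read kinetically for 2 min to derive a normalized rate constant.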
FBPA coupling cs = inhibits coupling enzyme system, counter-screen for aldolase hits. coupling enzyme system counterscreen, AmpLite Red fluorescence. AID 2472. activity change, negative = inhibition, % at 58.2 µM, hits read low. 0.67% of 290,000 active; in the data active = activity change below about -30%; also: % is scaled to controls: 0 for no effect and ±100 for the full control effect
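Compounds tested against the coupling enzymes alone at 57.5 uM final; readout was AmpLite Red fluorescence (525/598 nm) after 20 min at RT.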
S-ASM inh = human S-ASM enzyme inhibition; P17405; placental ASM, HMU-PC fluorogenic substrate, 60 min; Potency, µM (titrated, usually from 57.5 µM), for inactives: top-dose activity change, negative = inhibition, usual class: inhibitors; 0.006% of 340,000 active; also: potency is read from the fitted curve at half-maximal effect
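HMU-PC0 cleavage (9 uM final) by human placental ASM, 60 min at 37 °C following 10 min compound exposure at RT; stopped at pH 10, fluorescence Ex 386/Em 447 nm.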
An asterisk follows results filed as active; i = inactive; u = inconclusive; x = not tested or not shown; [ ] = dose if it differs, or a comment. Unless noted, calls follow the shape of the dose curve; as a rule, active = well fitted curve in the direction sought with a large enough effect; inconclusive = small, poorly fitted or top-dose-only effect, or another doubt; inactive = no such curve, though single readings can be large; an effect the other way counts as inactive or inconclusive. Compounds as they come. Share with any hit: about 2%.

SMILES	MBNL1-CUG inh	hERG WT inh	CXXC DNA block	GALK inhibitor	a7 integrin act	A-T KAP1 phos	TRPV1 ag	KCNH2 3.1 inh	FBPA coupling cs	S-ASM inh
O=C(CSc1ccc(-c2ccc(Br)cc2)nn1)NC1CCCC1	-2%	-9	-4%	2%	-1%	0%	11	-5	0	-2%
Nc1ncnc2c1ncn2CCN1CCOCC1	-7%	3	4%	1%	-10%	-6%	-3	u	0	-1%
O=C(c1ccccc1)c1ccc(C(=O)N2CCN(c3ccc(O)cc3)CC2)cc1	x	-2	x	x	-9%	0%	x	1	x	-1%
CC(=O)C1C(c2ccc(Br)cc2)c2c(noc2C)CC1(C)O (configuration not stated)	-7%	15	u	-1%	-15%	4%	-2	-4	10	0%
CC1=NNC(=O)C1CC(=O)N/N=C/C(C)=C/c1ccccc1 (configuration not stated)	18%	i	-2%	7%	-9%	-4%	1	-9	-2	0%
COc1cc(NC(=O)COC(=O)c2[nH]c(C)c(C(C)=O)c2C)cc(OC)c1	x	-4	x	x	19%	1%	x	1	x	-5%
O=C(COc1ccccc1Br)NC1CCCC1	-2%	10	u	2%	10%	5%	0	13	9	6%
CCCCCCCCNC(=O)CCNC(=O)c1ccc(C(C)(C)C)cc1	0%	0	14%	-1%	-28%	-6%	2	4	-6	-15%
CC(NCC(=O)Nc1ccccc1C(=O)NC1CC1)c1cccs1 (configuration not stated)	x	-9	x	x	-11%	22%	x	14	x	1%
CC(C)(C)CC(=O)NCc1ccc(F)cc1	3%	5	0%	0%	-11%	x	14	11	0	0%
CC1CN(C(=O)c2ccc3c(c2)OCO3)OC(c2ccccc2)O1 (configuration not stated)	1%	7	-4%	-3%	2%	-6%	2	0	1	0%
CCOC(=O)c1cc2sccc2n1CC(=O)Nc1ccc(OC)cc1OC	2%	-3	-3%	-1%	-23%	3%	1	3	-1	-2%
CCc1ccc(C(=O)COC(=O)c2cccs2)cc1	0%	-6	-4%	2%	8%	5%	12	-14	-1	-8%
COc1ccc(C(=O)N2CCN(c3ccc(NC(=O)c4cccnc4)cc3)CC2)cc1	3%	7	4%	5%	1%	11%	-11	7	1	0%
O=C1C2ON(c3ccccc3)C(c3cccnc3)C2C(=O)N1Cc1ccccc1 (configuration not stated)	-19%	6	3%	2%	5%	3%	u	-6	4	-1%
O=C1CC(c2ccccc2)CC(O)=C1C=NCCN1CCN(C(=O)Nc2ccccc2)CC1 (configuration not stated)	2%	5	-3%	-2%	8%	1%	4	13	1	-16%
CC1CCc2c(sc(NC(=O)c3c([N+](=O)[O-])cnn3C)c2C(N)=O)C1 (configuration not stated)	2%	-11	6%	-6%	-13%	5%	-1	-19	x	-2%
Cc1nn(CC(=O)NCC2CCCO2)c(=O)c2ccccc12 (configuration not stated)	-5%	1	4%	-1%	13%	5%	-1	9	1	5%
Cc1cc(-c2ccc(C(C)C)c(S(=O)(=O)N3CCOc4ccccc43)c2)on1	8%	5	2%	-3%	-34%	-2%	20	5	-4	-11%
Cn1nc([N+](=O)[O-])nc1Sc1cccc2cccnc12	u	5	1%	2%	-9%	2%[11.5 µM]	-1	14	0	3%
O=C(COc1ccccc1Cl)Nc1ccc2[nH]c(=O)[nH]c2c1	x	-1	x	x	2%	0%	20	15	x	-3%
c1ccc(CCNCCOc2ccccc2)cc1	6%	-2	-5%	-2%	5%	2%	-3	-5	0	0%
O=S1(=O)CCC(N2CCOCC2)C1 (configuration not stated)	-2%	2	1%	1%	-2%	-1%	-1	-11	3	5%
Cc1ccc2c(c1)N(C(=O)CCC(=O)N1CCc3ccccc3C1)CCO2	-13%	9	1%	1%	-31%	-2%	u	-10	-2	0%
Cc1cc(NCCCN(C)C)n2nc(-c3cccs3)cc2n1	-9%	-2	6%	-1%	-16%	12%	3	1	2	3%
OCC1OCOC2C(CO)OCOC12 (configuration not stated)	x	-6	x	x	-2%	x	x	-5	x	-2%
O=C(C1CC(c2ccccc2O)=NO1)N1CCCC1 (configuration not stated)	1%	-11	-1%	0%	18%	8%	-1	13	0	-1%
Cn1ncc2c(Nc3ccccc3Cl)nc(Nc3ccccc3Cl)nc21	-14%	10	u	-2%	-52%[inhibitor]	-3%	u	-9	-4	-7%
COc1cc2c(cc1OC)CN(CC(=O)Nc1ccccc1C(=O)NC1CC1)CC2	x	19	x	x	-14%	5%	-2	-6	x	7%
COc1ccc(-c2ccc(=O)n(CC(=O)Nc3ccc4c(c3)OCCO4)n2)cc1	u	-4	-30%	0%	18%	2%	1	16	-6	7%
Cc1cc(=O)n2[nH]c(-c3cccc(Cl)c3)cc2n1	-3%	4	-19%	4%	12%	-16%	-1	4	5	2%
O=C(CN1C(=O)NC2(CCc3ccccc32)C1=O)c1ccc(F)c(F)c1 (configuration not stated)	x	2	x	x	24%	2%	-4	-23	x	x
C[C@@H]1NC(=O)c2cc([N+](=O)[O-])cc(I)c2OCC[C@@H](C(=O)NC(CC(=O)O)C(N)=O)NC(=O)[C@H](CC(N)=O)NC1=O (some centres not stated)	u	-6	1%	x	16%	-23%	-4	2	7	0%
O=S(=O)(NNc1nccc(C(F)(F)F)n1)c1cccc(Cl)c1Cl	-4%	2	16%	-3%	0%	20%	1	-33	-16	-1%
CN(C)S(=O)(=O)c1ccc(NC(=O)CN2CCN(c3ccccn3)CC2)cc1	-3%	5	-7%	x	12%	-11%	-2	-7	0	3%
O=C(NCC1CCCO1)C1CCCN1C(=O)Nc1ccccc1[N+](=O)[O-] (configuration not stated)	u	-5	0%	0%	18%	1%	1	3	-4	0%
COC(=O)CN1C(=O)Nc2ccc(Br)cc2C1c1ccccc1Cl (configuration not stated)	-4%	-3	4%	1%	-26%	x	4	-9	-5	-11%
CCOc1ccc(Br)cc1S(=O)(=O)Nc1ccc(NC(=O)c2ccccc2C)cc1	-1%	4	-1%	-3%	u	-14%	8	0	0	-1%
CNC(=S)N/N=C/c1ccc2c(c1)OCCO2	x	x	u	-1%	9%	3.5µM*	-8	11	0	-3%
O=C(NC(=S)Nc1ccccc1N1CCOCC1)c1ccc([N+](=O)[O-])cc1	6%	-1	5%	0%	-14%	1%	u	-5	4	-3%
Cc1cccc(N2C(=O)C(Cl)=C(N3CCOCC3)C2=O)c1	x	-1	25%	-3%	-14%	-8%	x	-12	5	-1%
CC(=O)Nc1cccc(C(=O)OCC(=O)Nc2c(C)nn(-c3ccccc3)c2C)c1	x	2	x	x	-25%	2%	3	-5	x	-3%
Cc1ccc(C)c(C(=O)CSc2nnnn2C(C)C)c1	6%	-6	3%	-3%	5%	4%	27	-7	-1	1%

Compounds listed so far containing a Cl atom (six):
SMILES	MBNL1-CUG inh	hERG WT inh	CXXC DNA block	GALK inhibitor	a7 integrin act	A-T KAP1 phos	TRPV1 ag	KCNH2 3.1 inh	FBPA coupling cs	S-ASM inh
O=C(COc1ccccc1Cl)Nc1ccc2[nH]c(=O)[nH]c2c1	x	-1	x	x	2%	0%	20	15	x	-3%
Cn1ncc2c(Nc3ccccc3Cl)nc(Nc3ccccc3Cl)nc21	-14%	10	u	-2%	-52%[inhibitor]	-3%	u	-9	-4	-7%
Cc1cc(=O)n2[nH]c(-c3cccc(Cl)c3)cc2n1	-3%	4	-19%	4%	12%	-16%	-1	4	5	2%
O=S(=O)(NNc1nccc(C(F)(F)F)n1)c1cccc(Cl)c1Cl	-4%	2	16%	-3%	0%	20%	1	-33	-16	-1%
COC(=O)CN1C(=O)Nc2ccc(Br)cc2C1c1ccccc1Cl (configuration not stated)	-4%	-3	4%	1%	-26%	x	4	-9	-5	-11%
Cc1cccc(N2C(=O)C(Cl)=C(N3CCOCC3)C2=O)c1	x	-1	25%	-3%	-14%	-8%	x	-12	5	-1%

High-throughput results: PubChem, National Center for Advancing Translational Sciences (NCATS)
